Bioassay records (PubChem)
All columns: NCI-60 one-dose screen, growth in % after 48 h at 10 µM unless noted; 100 = growth as untreated, 0 = no growth, -100 = all killed.
786-0: 786-0 renal cancer cells. AID 1794775. 5.1% of 81,000 active
A498: A498 renal cancer cells; 5.4% of 76,000 active
ACHN: ACHN renal cancer | 4.9% of 81,000 active
CAKI-1: CAKI-1 renal cancer. 4.7% of 75,000 active
TK-10: TK-10 renal cancer cells; 3.9% of 81,000 active
UO-31: UO-31 renal cancer; 5.2% of 81,000 active
SN12C: SN12C renal cancer cells. 3.8% of 81,000 active
RXF 393: RXF 393 renal cancer cells; 6.9% of 77,000 active
The depositor's hits bear a star; · = no result given; & = joins results of further samples. The calls were made as follows: active = growth percent below 10; inactive = the rest.

Results follow in this order: 786-0	A498	ACHN	CAKI-1	TK-10	UO-31	SN12C	RXF 393
- COc1cc(OC)c(S(N)(=O)=O)cc1C1=NN(C(N)=S)C(c2ccc(Cl)cc2)C1 (configuration not stated)
 : 92	·	102	91	93	91	98	100
- c1ccc(-c2nn[nH]n2)c(-c2ccc(Cn3cnnc3)cc2)c1
 : 108	108	105	100	146	88	95	122
- CC(N)CC1CCCCC1 (configuration not stated)
 : 110	91	102	101	90	74	103	95
- c1ccc2c(c1)C[C@@H]1OC(CC3=N[C@@H]4c5ccccc5C[C@@H]4O3)=N[C@H]21
 : 98	86	103	95	99	89	101	110
- NC(=O)Cc1nc(O)cs1
 : 104	106	101	100	113	72	100	98
- N#CCCn1cnc2c(N)ncnc21
 : 97	112	94	97	114	116	94	120
- CNc1ccc(N=O)cc1
 : 94	83	78	99	88	73	102	118
- O=C(Nc1ccccc1)C1(C(=O)Nc2ccccc2)SSC(C(=O)Nc2ccccc2)(C(=O)Nc2ccccc2)SS1
 : 108	114	94	107	105	91	103	110
- CCCCN1CCCCC1
 : 98	108	115	90	100	77	106	110
- S=C(Nc1ccccc1)c1ccccc1
 : 101	79	112	106	101	95	106	98
- CC(Nc1ncnc2ccc(-c3cnc4cnccn34)cc12)c1ccccc1 (configuration not stated)
 : 48	65	23	28	21	16	52	47
- COc1ccc(-c2nocc2-c2cnn(C)c2)cc1
 : 93	94	104	91	104	98	110	117
- Cc1cnc(Cl)nc1Sc1nc(N)nc2nc[nH]c12
 : 91	104	115	70	119	107	94	113
- COc1ccc(OC)c(-c2cn3c(-c4c[nH]c5ccc(Br)cc45)csc3n2)c1
 : 105	95	82	64	154	74	90	93
- S=c1[nH]cccc1-c1nnc2n1Nc1nc3ccc(Cl)cc3cc1CS2
 : 99	107	101	82	111	80	102	·
- COc1ccc(CCNc2nc3c(c(=O)n(Cc4ccc(Br)cc4)c(=O)n3C)n2C)cc1OC
 : 102	93	90	86	111	71	91	120
- COc1ccc(Cn2nc3c(c2-c2ccccc2)-c2oncc2CC3)cc1
 : 110	80	98	80	117	85	92	·
- Cc1cccc(NC(=O)c2sc3nc4c(cc3c2N)C(=O)CCC4)c1
 : 31	-12*	52	·	76	41	44	23
- Nc1ccc(SCc2nc3cccc4c3n2CCC4)cc1
 : 90	102	104	96	104	89	99	112
- Cc1nn(-c2ccccc2)c2nc3c(nc12)C(=O)c1ccccc1-3
 : 100	102	94	82	91	53	93	121

Results follow in this order: 786-0	A498	ACHN	CAKI-1	TK-10	UO-31	SN12C	RXF 393
- CCOC(=O)c1ccc(NC2=C(Cl)C(=O)c3nc(C)ccc3C2=O)cc1
 : 55	68	-9.9*	75	99	2.4*	76	46
- NC(=O)SCC(=O)Nc1ccc(S(N)(=O)=O)cc1
 : 107	100	112	104	106	86	96	99
- CCSC1=NC2C(N(CC)C(=O)N2CC)N1/N=C/C=C/c1ccccc1 (configuration not stated)
 : 97	81	105	85	109	85	94	89
- O=C(CCc1nnc2sc(CS)nn12)c1nc2ccccc2[nH]1
 : 111	111	98	99	131	79	99	121
- CC(C)C1=CC2=CC[C@@H]3C(C)(C)C(=O)[C@@H](O)C[C@@]3(C)[C@@H]2CC1
 : 99	93	100	88	100	94	96	117
- CC1(COC2Nc3ccc([N+](=O)[O-])cc3OC2(C)CO)C=Nc2ccc([N+](=O)[O-])cc2O1 (configuration not stated)
 : 96	59	98	83	101	64	100	110
- COc1cc(CNC(=O)CSc2nc3ccccc3c(=O)n2Cc2cc(OC)c(OC)c(OC)c2)cc(OC)c1OC
 : 101	88	98	99	100	72	97	97
- COc1ccc2nccnc2c1
 : 94	98	104	·	86	100	104	110
- CC(=O)n1nc(C2=C(c3cccs3)NC(=S)NC2C)cc1-c1ccc(C)o1 (configuration not stated)
 : 100	126	95	101	·	76	101	128
- N#CC1=C(N)OC2=C(C(=O)CCC2)C1c1cccs1 (configuration not stated)
 : 103	100	102	97	102	97	104	109
- CC[C@]12C=CCN3CC[C@@]4(c5ccc(OC)cc5N(C)[C@H]4[C@@](O)(C(=O)OC)[C@@H]1OC(=O)CCCN[C@H](Cc1cc4ccccc4[nH]1)C(=O)OC)[C@@H]32
 : 102	114	99	104	106	95	99	109
- CC1NC(=S)NC(c2cccs2)=C1C(=O)/C=C/N(C)C (configuration not stated)
 : 84	120	104	98	·	91	96	119
- COc1ccc(/C=C(\C#N)c2cc3ccccc3n2C(C)=O)cc1
 : 97	78	102	69	126	88	91	88
- COc1cc2ncnc(Oc3ccc(NC(=O)Nc4ccc(C5(C#N)CCCC5)cc4)c4ccccc34)c2cc1OC
 : -41*	82	29	·	24	56	21	15
- O=C1NC(=O)C(=Cc2ccc(OCC(=O)N3CCCCC3)cc2)C(=O)N1
 : 104	105	106	97	107	89	108	119
- CCOc1ccc(-c2c(C#N)c(-c3ccc(Br)cc3)nc3n[nH]c(-c4ccc(Br)cc4)c23)cc1OC
 : 72	91	68	59	99	43	52	60
- COc1ccc(C(=O)c2ccc(Cl)cc2)c(OC)c1OC
 : 113	107	101	92	111	65	109	100
- NNC(=O)C(O)(c1ccccc1)c1ccccc1
 : 102	111	102	98	108	76	106	128
- CC(=O)Oc1ccccc1C(=O)Nc1ccc(C(=O)/C=C/c2ccc(Cl)cc2)cc1
 : 100	112	109	97	·	94	109	103
- O=C1Nc2ccccc2/C1=N/N=C/c1ccc2c(c1)OCCO2
 : 105	·	107	87	117	94	95	105

Single entries from the entries so far.
`CC(=O)n1nc(C2=C(c3cccs3)NC(=S)NC2C)cc1-c1ccc(C)o1` (configuration not stated) | ACHN: 95
`O=C(CCc1nnc2sc(CS)nn12)c1nc2ccccc2[nH]1` | TK-10: 131

More results:
Results follow in this order: 786-0	A498	ACHN	CAKI-1	TK-10	UO-31	SN12C	RXF 393
- CCOC(=O)c1ccccc1NC(=O)C(C)N1CCOCC1 (configuration not stated)
 : 97	112	·	·	95	90	103	105
- CCc1cccc(C)c1NC(=O)CCc1nc(=S)[nH][nH]1
 : 114	102	112	99	113	82	96	99
- CN1CCN(C(=O)[C@]23CCC(C)(C)C[C@H]2C2=CC[C@@H]4[C@@]5(C)CCC(=O)C(C)(C)[C@@H]5CC[C@@]4(C)[C@]2(C)CC3)CC1
 : 74	89	91	76	95	65	79	73
- CC(C)(C(N)=O)c1ccccc1
 : 102&99&95	138&97&88	104&102	100&97	156&102	93&91&86	98&101&99	97
- N#CC1(C#N)C(c2coc3ccc(F)cc3c2=O)OC23CCCCC2C1(C#N)C(=N)O3 (configuration not stated)
 : 107	93	97	·	110	68	93	107
- COc1cc(C2C3=C(CC(C)(C)CC3=O)N(c3sc4c(c3C#N)CCCC4)c3nc(N)c(C#N)c(N)c32)cc(OC)c1OC (configuration not stated)
 : 76	55	57	62	·	41	75	·
- OCCCCc1ccccc1
 : 108	110	95	90	109	91	101	115
- OC(CNc1ncccn1)c1ccccc1 (configuration not stated)
 : 93	104	104	104	114	81	100	85
- CCCOS(=O)(=O)c1ccc(C)cc1
 : 100	·	102	89	102	84	97	98
- CCOC(=O)c1cnc2sc(-c3ccccc3)nc2c1Cl
 : 122	92	97	96	183	74	100	118
- CCOC(=O)c1c(Nc2ccc(S(=O)(=O)Nc3ncccn3)cc2)nnc(-c2ccccc2)c1-c1ccccc1
 : 106	·	104	128	108	·	88	108
- CCCCN(C#N)c1ccccc1
 : 102	95	106	120	106	99	116	107
- COc1ccc(-c2ccc(NC(=O)Nc3cccc(OC)c3)c(C)n2)cc1
 : 95	87	·	·	100	89	100	102
- CN(C)c1ccc(N=Nc2ccc3ccccc3c2)cc1
 : 122	89	88	91	91	57	87	98
- COc1ccc(/C=N\Nc2nc(SCCC(C)C)nc(-c3ccc(OC)cc3)c2C#N)cc1
 : -2.8*	99	-41*	17	11	-41*	32	80
- O=[N+]([O-])c1ccc(N=Nc2c(O)[nH]c3ccccc23)c([N+](=O)[O-])c1
 : 88	91	86	87	120	65	100	100
- S=C(NNc1ccccc1)NNc1ccccc1
 : 106	111	95	91	126	78	98	96
- COc1cc(-c2nc3sc(C4CC4)nn3c2-c2ccc(F)c(Cl)c2)cc(OC)c1OC
 : 57	66	69	54	69	48	69	68
- CN(C)CCOC(=O)Nc1ccc(Cl)cc1
 : 94	113	·	·	95	71	107	118
- Nc1nc(-c2ccccc2)c(N=Nc2ccc([N+](=O)[O-])cc2)s1
 : 109	108	98	102	190	76	103	118

An excerpt of these results, with each value named:
N#CC1(C#N)C(c2coc3ccc(F)cc3c2=O)OC23CCCCC2C1(C#N)C(=N)O3 (configuration not stated)
  786-0 = 107
  A498 = 93
  ACHN = 97
  CAKI-1 = ·
  TK-10 = 110
  UO-31 = 68
  SN12C = 93
  RXF 393 = 107
COc1ccc(/C=N\Nc2nc(SCCC(C)C)nc(-c3ccc(OC)cc3)c2C#N)cc1
  786-0 = -2.8*
  A498 = 99
  ACHN = -41*
  CAKI-1 = 17
  TK-10 = 11
  UO-31 = -41*
  SN12C = 32
  RXF 393 = 80
CN(C)c1ccc(N=Nc2ccc3ccccc3c2)cc1
  786-0 = 122
  A498 = 89
  ACHN = 88
  CAKI-1 = 91
  TK-10 = 91
  UO-31 = 57
  SN12C = 87
  RXF 393 = 98
CCCOS(=O)(=O)c1ccc(C)cc1
  786-0 = 100
  A498 = ·
  ACHN = 102
  CAKI-1 = 89
  TK-10 = 102
  UO-31 = 84
  SN12C = 97
  RXF 393 = 98

The results go on:
smiles,786-0,A498,ACHN,CAKI-1,TK-10,UO-31,SN12C,RXF 393
NC(=NC1C2CC3CC(C2)CC1C3)Nc1ccc(I)cc1 (configuration not stated),61,-13*,7.4*,18,44,19,·,86
O=C(O)C(c1ccccc1)C(O)c1ccc2c(c1)OCO2 (configuration not stated),105,85,101,115,107,90,97,120
CC(=O)N1N=C(c2ccc3c(c2)OCO3)CC1c1ccc(F)cc1 (configuration not stated),97,39,83,71,116,59,91,104
C=C(C)[C@@H]1CC[C@]2(CO)CC[C@]3(C)[C@H](CC[C@@H]4[C@@]5(C)CCC(=O)NC(C)(C)[C@@H]5CC[C@]43C)[C@@H]12,105,·,95,92,102,94,94,99
COc1cccc(-c2nn(-c3ccccc3)cc2-c2ccnc(NCCCNS(=O)(=O)c3ccc(Cl)cc3)c2)c1,37,42,39,49,52,22,49,46
COc1cc(C2NCC(=O)N2O)cc(OC)c1OC (configuration not stated),109,121,104,82,100,73,91,119
COc1cc(-c2[o+]c3cc(O)cc(OC4OC(CO)C(O)C(O)C4O)c3cc2OC2OC(CO)C(O)C(O)C2O)cc(OC)c1O (configuration not stated),107,75,102,103,100,87,93,107
CCc1ccccc1-n1c(-c2ccc(Cl)cc2)cc(-c2ccc(OC)cc2)c(C#N)c1=O,92,110,114,100,136,81,99,98
COc1cc2oc(-c3cccc(C(=O)Nc4ccc(Cl)cc4)c3)cc(=O)c2c(OCCNC(=O)[C@@H](N)CO)c1OC,48,177,99,46,138,91,44,42
CC(C)NCC(O)c1ccc(NS(C)(=O)=O)cc1 (configuration not stated),103,98,108,92,106,82,101,112
COc1cc(C(=O)O)ccc1OC(C)=O,101,168,92,80,107,92,111,71
Nc1nc(SCCO)c2[nH]cnc2n1,91,93,103,95,83,90,107,·
Cc1ccc(-c2cc3nc(-c4ccccc4)nc(C(Cl)Cl)n3n2)cc1,-79*,-74*,-99*,-86*,-98*,-100*,56,·
COc1ccc2[nH]c(=O)c(/C=N/Nc3nc(-c4ccccc4)cs3)c(O)c2c1,·,95,49,44,90,43,74,97
Cc1nn(-c2ccc(F)cc2)c2nc[nH]c(=O)c12,99,100,105,·,103,88,102,111
CSc1nnc(N)s1,96,·,113,·,107,80,104,110
[O-]/[N+](=N\Nc1ccc(Cl)cc1)c1ccccc1,93,113,101,114,110,107,98,92
COc1cc([C@H]2Nc3cc(Cl)cc(Cl)c3C3C=CCC32)cc(Br)c1OC (some centres not stated),92,90,92,82,82,91,88,85
Cc1ccc(-c2cc(Cc3c(Cl)cccc3Cl)c(=O)n(Cn3cncn3)n2)cc1C,100,95,91,76,104,61,101,96
CN1CCN(c2ccc(C(=O)/C=C/c3cc(C(F)(F)F)cc(C(F)(F)F)c3)cc2)CC1,-98*,-70*,-99*,-74*,-89*,-93*,-80*,-87*
CSc1ccc(N=C=C(c2ccccc2)c2ccccc2)cc1,96,82,93,97,100,84,82,105
COc1cccc(CNC(=O)C2CSC3c4ccccc4C(=O)N23)c1 (configuration not stated),103,93,111,96,89,97,105,102
Cc1cc(=O)oc2cc(OCCCOc3ccc(/C=C/C(=O)Nc4ccccc4[N+](=O)[O-])cc3)ccc12,107,88,103,103,102,101,105,120
CN1C(=O)C(Nc2ccc(C(=O)Nc3ccccc3)cc2)=C(c2ccccc2)C1=O,106,117,89,90,89,79,97,107
CC(=C(c1ccc(OCCN(C)C)cc1)c1ccc(OCCN(C)C)cc1)c1ccccc1,90,96,90,94,99,87,94,95
CSc1nc(=S)c2[nH]c(=S)[nH]c2[nH]1,106,110,101,90,104,93,103,120
COc1ccc(N2CCN(CC(=O)N3CCN(c4nnc(-c5ccccc5)c(-c5ccccc5)n4)CC3)CC2)cc1,27,44,41,76,65,25,47,·
O=CNc1ccc([N+](=O)[O-])cc1,96,127,108,117,110,94,107,112
CCn1c2ccccc2c2cc(Nc3ccc(O)cc3)ccc21,104,102,84,91,137,62,96,116
Cc1nc2c3c(ncn2n1)Oc1c(c(=O)[nH]c2ccc(Cl)cc12)C3c1ccc(Cl)cc1 (configuration not stated),·,86,88,74,91,63,80,73
COc1ccc2cc(C(C)c3n[nH]c(=S)n3C3CCCCC3)ccc2c1 (configuration not stated),104,87,99,101,111,85,97,97
COc1cc([N+](=O)[O-])c(C)cc1NC(=O)c1ccc(OC)c(OC)c1,103,·,105,95,98,76,98,101
